Pol kappa inh – qHTS for Inhibitors of Polymerase Kappa; 400,000 tested, 0.53% active; AID 588579, 2011; purified Pol kappa, fluorescent DNA synthesis assay, 10 min; DNA polymerase kappa (Homo sapiens), Q9UBT6; Potency, µM (highest dose often 107 µM), inactives show at the top dose activity, negative = inhibition, usual class: inhibitors; further: on the % scale 0 is the no-effect control and ±100 the full control effect
Target sequence (Q9UBT6 whole entry, looked up): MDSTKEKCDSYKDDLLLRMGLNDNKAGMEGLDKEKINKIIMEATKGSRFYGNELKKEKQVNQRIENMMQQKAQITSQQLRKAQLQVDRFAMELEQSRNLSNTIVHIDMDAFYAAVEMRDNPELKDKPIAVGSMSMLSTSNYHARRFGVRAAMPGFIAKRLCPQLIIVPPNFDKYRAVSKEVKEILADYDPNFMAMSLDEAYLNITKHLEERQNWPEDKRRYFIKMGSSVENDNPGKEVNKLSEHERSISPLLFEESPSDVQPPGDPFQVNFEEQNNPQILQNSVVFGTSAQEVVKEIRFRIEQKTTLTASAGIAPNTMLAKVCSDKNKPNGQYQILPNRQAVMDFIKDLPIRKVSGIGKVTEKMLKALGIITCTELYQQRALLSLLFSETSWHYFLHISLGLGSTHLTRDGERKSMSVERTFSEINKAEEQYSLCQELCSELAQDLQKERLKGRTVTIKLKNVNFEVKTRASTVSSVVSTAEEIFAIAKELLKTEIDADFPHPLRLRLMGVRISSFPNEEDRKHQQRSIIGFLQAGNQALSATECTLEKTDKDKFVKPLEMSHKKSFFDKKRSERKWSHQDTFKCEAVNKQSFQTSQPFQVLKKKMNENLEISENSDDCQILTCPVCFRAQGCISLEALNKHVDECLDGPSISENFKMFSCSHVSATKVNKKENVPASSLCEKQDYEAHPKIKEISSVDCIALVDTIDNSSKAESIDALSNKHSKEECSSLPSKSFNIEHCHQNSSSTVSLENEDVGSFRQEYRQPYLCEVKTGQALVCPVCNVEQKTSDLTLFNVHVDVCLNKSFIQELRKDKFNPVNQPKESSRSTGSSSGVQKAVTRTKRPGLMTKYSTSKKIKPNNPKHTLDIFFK
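Enzyme at 10 nM met test compounds for 15 min at room temperature. Substrate addition (50 nM final) began the reaction, which was monitored by fluorescence at 0 and 10 min.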
Apoferritin bind – qHTS Assay for Identification of Novel General Anesthetics. Potency, µM (highest dose often 77.5 µM), for inactives: top-dose activity change, negative = displacement, actives largely listed as inhibitors. 350,000 tested, 0.074% active. Ferritin light chain (Equus caballus), P02791. AID 485281, 2010. apoferritin/1-aminoanthracene competitive binding, fluorescence; further: on the % scale 0 is the no-effect control and ±100 the full control effect; nearly all actives have a fitted effect of over 20% in size
Target sequence (P02791 2-175 limits assumed): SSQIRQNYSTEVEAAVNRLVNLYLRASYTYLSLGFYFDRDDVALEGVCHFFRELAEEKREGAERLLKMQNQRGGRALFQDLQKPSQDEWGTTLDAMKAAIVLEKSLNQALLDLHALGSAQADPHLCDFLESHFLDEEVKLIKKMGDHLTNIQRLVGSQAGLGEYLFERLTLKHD
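Horse-spleen apoferritin (10 uM) was mixed with 50% saturated 1-aminoanthracene in PBS, exposed to compounds for 10 min at room temperature, and read for fluorescence (ex 380 nm, em 535 nm). Competitive displacement was fitted with a four-parameter Hill equation.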
Pol eta inh – qHTS for Inhibitors of Polymerase Eta; DNA polymerase eta (Homo sapiens), Q9Y253; recombinant Pol eta, fluorescent DNA replication assay; Potency, µM (highest dose often 114 µM), for inactives: at the top dose activity change, negative = inhibition, usual class: inhibitors; 390,000 tested, 1.2% active; AID 588591, 2011; further: on the % scale 0 is the no-effect control and ±100 the full control effect
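Pol eta (10 nM) was preincubated with compounds for 15 min at room temperature, after which fluorescent replication substrate (50 nM final) was added to start the reaction. Fluorescence was read kinetically at 0 and 10 min.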
G9a block – qHTS Assay for Inhibitors of Histone Lysine Methyltransferase G9a; Histone-lysine N-methyltransferase EHMT2 (Homo sapiens), Q96KQ7; G9a H3K9 monomethylation, AlphaScreen, 2 h; Potency, µM (series often up to 102 µM), without a hit: at the highest dose activity, negative = inhibition, hits mostly inhibitors; 350,000 tested, 8.8% active; AID 504332, 2011; further: on the % scale 0 is the no-effect control and ±100 the full control effect; nearly all actives have a fitted effect of over 75% in size
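AlphaScreen read-out: biotin-H3K9 peptide (500 nM) methylation by 20 nM enzyme with 20 uM SAM, 2 h at room temperature after 15 min compound preincubation; anti-monomethyl H3K9 antibody plus donor/acceptor beads, 10 min dark.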
BLM inh – qHTS Assay for Inhibitors of Bloom's syndrome helicase (BLM); RecQ-like DNA helicase BLM (Homo sapiens), P54132; recombinant BLM DNA unwinding, fluorescence dequenching; Potency, µM (highest dose often 56.1 µM), without a hit: top-dose activity change, negative = inhibition, actives largely listed as inhibitors; 350,000 tested, 0.2% active; AID 2528, 2010;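 further: plate controls were vehicle for no effect and no enzyme for full effect; nearly all actives have a fitted effect of over 35% in size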
Pol beta inh – qHTS Assay for Inhibitors of DNA Polymerase Beta. P06746. Pol beta primer extension/strand displacement, fluorescence kinetic. Potency, µM (titrated, usually from 114 µM), inactives show top-dose activity change, negative = inhibition, most hits filed as inhibitors. 340,000 tested, 1.3% active; further: on the % scale 0 is the no-effect control and ±100 the full control effect
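Preincubation: enzyme (10 nM) with compound, 15 min, RT. Reaction: substrate added to 50 nM final. Reads: 0 and 10 min. Analysis: normalized, Hill fit.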
BAZ2B inh – qHTS Assay for Inhibitors of BAZ2B. 360,000 tested, 4.4% active. AlphaScreen BAZ2B-H3K14Ac peptide displacement. Bromodomain adjacent to zinc finger domain protein 2B (Homo sapiens), Q9UIF8. AID 504333, 2011. Potency, µM (highest dose often 114 µM), for inactives: at the top dose activity change, negative = inhibition, usual class: inhibitors; further: on the % scale 0 is the no-effect control and ±100 the full control effect; nearly all actives have a fitted effect of over 60% in size
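Inhibition is scored as reduced AlphaScreen emission. The BAZ2B/b-H3(5-23)K14Ac complex (50 nM each) in PBS pH 7.4, 0.01% Tween-20 meets compound (up to 110 uM) for 30 min at RT before bead addition.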
APE1 inh – qHTS Assay for Inhibitors of the Human Apurinic/apyrimidinic Endonuclease 1 (APE1) | recombinant APE1, TAMRA/BHQ-2 abasic DNA cleavage fluorescence | Potency, µM (series often up to 65.8 µM), for inactives: at the top dose activity change, negative = inhibition, hits mostly inhibitors | 350,000 tested, 0.35% active;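 further: plate controls were vehicle for no effect and reference inhibitor for full effect; nearly all actives have a fitted effect of over 55% in size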
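Measures dequenching upon AP-site incision of a 5'-TAMRA/3'-BHQ-2 THF-containing duplex, 50 nM; human APE1 0.75 nM after 15 min room-temperature exposure to compound; kinetic three-point read at one-minute spacing.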
POLI inh – qHTS for Inhibitors of Polymerase Iota | AID 588590, 2011 | 390,000 tested, 1% active | Pol iota fluorescent replication assay, 10 min | Potency, µM (top dose mostly 115 µM), for inactives: top-dose activity, negative = inhibition, actives largely listed as inhibitors | DNA polymerase iota (Homo sapiens), Q9UNA4
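Pol iota at 10 nM preincubated 15 min with compounds at room temperature; reaction started with fluorescent substrate, 50 nM final. Fluorescence read kinetically at 0 and 10 min; buffer-only wells as negative control.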
The depositor's hits bear a star; ? = inconclusive; · = not tested or not shown; & = joins results of further samples; [ ] = remark or other dose. The call rests on the fitted dose curve; in most records, active means well fitted curve in the direction sought with a large enough effect; inconclusive means small, poorly fitted or top-dose-only effect, or another doubt; inactive means no such curve, though single readings can be large; an effect the other way counts as inactive or inconclusive. Potency means the concentration at half of the fitted maximal effect.

Short forms – A = Pol kappa inh; B = Apoferritin bind; C = Pol eta inh; D = G9a block; E = BLM inh; F = Pol beta inh; G = BAZ2B inh; H = APE1 inh; I = POLI inh
CC(C)NS(=O)(=O)c1ccc(CCC(=O)NCc2ccc3c(c2)OCO3)cc1
  A: -8%	B: -7%	C: -6%	D: -14%[59 µM]	E: -6%	F: 35%	G: 2%	H: -2%	I: 5%
O=C(NCCO)/C(=C\c1ccco1)NC(=O)c1cccs1
  A: 1%	B: -9%	C: -17%	D: ?	E: -6%	F: 6%	G: -6%	H: -1%	I: 63%[activator]
Cc1cc(NC(=O)COC(=O)C2CC(=O)N(c3ccc(C)c(Cl)c3)C2)no1 (configuration not stated)
  A: -23%	B: -11%	C: -20%	D: 12%	E: -1%	F: 4%	G: -10%	H: 18%	I: 104%[activator]
COc1ccc(NC(=O)c2oc3ccccc3c2NC(=O)c2ccco2)cc1
  A: -21%	B: 4%	C: -16%	D: 14%[12.7 µM]	E: -10%	F: 2%	G: 8%	H: -7%	I: 0%
Cc1c(Cc2ccccc2)sc(NC(=O)C(C)(C)C)c1C(N)=O
  A: -13%	B: ?	C: -7%	D: 14µM*	E: -9%	F: 6%	G: ?	H: 9%	I: 14%
CC(NC(=O)CN1C(=O)NC2(CCc3ccccc32)C1=O)c1ccccc1 (configuration not stated)
  A: -3%	B: ·	C: -4%	D: 18%[59 µM]	E: ·	F: ·	G: 8%	H: 20%	I: 3%
O=c1oc2ccccc2cc1C1=Nn2c(nnc2-c2cccnc2)SC1
  A: -21%	B: -9%	C: 1%	D: -11%[59 µM]	E: 2%	F: -1%	G: -26%	H: -5%	I: 13%
Cc1ccc(C(C)NC(=O)c2ccncc2)c(C)c1 (configuration not stated)
  A: -3%	B: -4%	C: -1%	D: ?	E: -1%	F: 23%	G: -11%	H: 28%	I: 8%
COc1ccc(S(=O)(=O)N2CCOC2CNC(=O)C(=O)NCCc2ccc(OC)c(OC)c2)cc1 (configuration not stated)
  A: -3%	B: 3%	C: -25%	D: 18%[59 µM]	E: 1%	F: 0%	G: -1%	H: -4%	I: 13%
COc1ccccc1CNS(=O)(=O)c1ccc2[nH]c3c(c2c1)CCCCC3
  A: -1%	B: 39%[activator]	C: -23%	D: -7%[59 µM]	E: -6%	F: 3%	G: 18%[57.1 µM]	H: ·	I: 6%
COc1cc(S(=O)(=O)N2CCN=C2c2ccccc2)c(OC)cc1Cl
  A: -4%	B: -11%	C: -26%	D: 23%	E: -2%	F: 24%	G: -6%	H: 37%	I: -9%
CCCC(C)n1[nH]c(=O)cc1N (configuration not stated)
  A: -22%	B: 13%	C: -12%	D: -4%[59 µM]	E: 3%	F: 27%	G: 9%	H: 7%	I: 16%
CCOc1ccccc1N1CCN(Cc2c(C)n(C)n(-c3ccccc3)c2=O)CC1
  A: -9%	B: -4%	C: -20%	D: -5%	E: 0%	F: -1%	G: -2%	H: -4%	I: 73%[activator]
CCOC(=O)c1sc(NC(=O)CCSC)nc1C
  A: -12%	B: -17%	C: -1%	D: ?	E: -2%	F: 25%	G: ·	H: 19%	I: 16%
FC(F)(F)c1ccc(CN2C[C@@H]3C(c4ccc(C(F)(F)F)cc4)C4(c5cccnc5)CC3(C4)[C@H]2c2ccccc2)cc1 (some centres not stated)
  A: -4%	B: -2%&-22%	C: -17%	D: -36%[59 µM]	E: -10%&-17%	F: 4%	G: -13%	H: -4%&-1%	I: 35%[activator]
Cc1ccc(C(=O)O)cc1N1C(=O)CCCC1=O
  A: 0%	B: -2%	C: 3%	D: -2%	E: -1%	F: 17%	G: 5%	H: 1%	I: 39%[activator]
Cc1cccc(C)c1OCC(=O)Nn1c(COc2ccccc2)nc2ccccc2c1=O
  A: -10%	B: ?	C: -1%	D: 18%	E: -8%	F: -2%	G: 4%	H: -3%	I: ?
CCOc1cccc(/C=C2/NC(=O)N(CC(=O)Nc3cccc(C)c3)C2=O)c1O
  A: -10%	B: ?	C: 3%	D: -7%[59 µM]	E: -3%	F: 7%	G: 0%	H: 4%	I: ?
CC(C)C[C@@]12C(=O)N(c3cccc(Br)c3)C(=O)N1[C@H](c1ccc(F)cc1)[C@@H]1C(=O)N(C3CCCCC3)C(=O)[C@@H]12
  A: -1%	B: ·	C: -27%	D: -11%[2.33 µM]	E: ·	F: ·	G: 8%	H: 17%	I: 16%
Cc1ccccc1C(O)c1cccnc1 (configuration not stated)
  A: 8%	B: -11%	C: -2%	D: 19%[59 µM]	E: -4%	F: 31%	G: 6%	H: 5%	I: 2%
C/[N+]([O-])=C/c1c(OCc2ccc(Cl)cc2Cl)ccc2ccccc12
  A: 6%	B: -6%	C: -12%	D: 37%[activator][12.7 µM]	E: -4%	F: -24%	G: -4%	H: 1%	I: 80%[activator]
CC(=O)c1cccc(OCC(=O)N(C)CC(=O)Nc2ccc(F)cc2)c1
  A: 11%	B: 2%	C: 19%	D: 1%[12.7 µM]	E: -2%	F: 6%	G: 3%	H: -1%	I: 25%
N#Cc1c[nH]n2c(=O)c3c(nc12)CCCC3
  A: ·	B: -8%	C: ·	D: 19%	E: 0%	F: 18%	G: 4%	H: -6%	I: ·
O=C(CCCN1C(=O)/C(=C/c2ccccc2Cl)SC1=S)NCCCN1CCOCC1
  A: -3%	B: -24%	C: -1%	D: ?	E: 1%	F: 3%	G: ?	H: -10%	I: ?
Cc1ccc(C)c(Nc2cc(C)nc3ncnn23)c1
  A: -9%	B: -14%	C: -16%	D: 36%[activator]	E: -10%	F: 2%	G: 1%	H: 24%	I: 123%[activator]

Single records, from the list above.
C/[N+]([O-])=C/c1c(OCc2ccc(Cl)cc2Cl)ccc2ccccc12 in the list: Pol kappa inh: 6%; Apoferritin bind: -6%; Pol eta inh: -12%; G9a block: 37%[activator][12.7 µM]; BLM inh: -4%; Pol beta inh: -24%; BAZ2B inh: -4%; APE1 inh: 1%; POLI inh: 80%[activator]
CCOC(=O)c1sc(NC(=O)CCSC)nc1C in the list: Pol kappa inh: -12%; Apoferritin bind: -17%; Pol eta inh: -1%; G9a block: ?; BLM inh: -2%; Pol beta inh: 25%; BAZ2B inh: ·; APE1 inh: 19%; POLI inh: 16%

The list continues:
Short forms – A = Pol kappa inh; B = Apoferritin bind; C = Pol eta inh; D = G9a block; E = BLM inh; F = Pol beta inh; G = BAZ2B inh; H = APE1 inh; I = POLI inh
Cc1cc(NC(=O)CSc2nccn2-c2ccc(Cl)cc2)no1
  A: -6%	B: -10%	C: -23%	D: -43%[59 µM]	E: 0%	F: 19%	G: ?	H: 1%	I: 17%
O=C(CSc1nnc(-c2ccncc2)o1)NCc1ccccc1
  A: -1%	B: -8%	C: -16%	D: 3%[59 µM]	E: 1%	F: -21%	G: 6%	H: 4%	I: 62%[activator]
O=C(O)/C=C/c1cn(Cc2ccccc2)nc1-c1ccc(Cl)cc1
  A: -2%	B: -5%	C: -21%	D: -7%	E: -4%	F: -16%	G: -25%	H: -2%	I: 151%[activator]
COc1ccc(C(CNS(=O)(=O)c2ccc(C)cc2)N2CCN(C)CC2)cc1 (configuration not stated)
  A: -3%	B: ·	C: -14%	D: ?	E: ·	F: ·	G: -21%	H: 48%[activator]	I: ?
CCn1c(COc2cccc3cccnc23)nnc1SCC(=O)OC
  A: 14%	B: 1%	C: -13%	D: -14%	E: -1%	F: 5%	G: 12%	H: -3%	I: -10%
O=C(NC1CC2CCCC(C1)N2S(=O)(=O)c1ccccc1)c1ccccc1 (configuration not stated)
  A: -5%	B: -14%	C: -16%	D: -20%	E: -5%	F: 8%	G: 5%	H: -1%	I: -11%
Cc1cccc(-n2nc(C(=O)Nc3ccccc3)n3c(=O)cc(-c4ccccc4)nc23)c1
  A: -11%	B: -7%	C: -8%	D: 30%[12.7 µM]	E: -1%	F: 26%	G: 8%	H: -2%	I: -1%
FC(F)Oc1ccc(/C=N/NC(=S)Nc2cc(C(F)(F)F)ccc2Cl)cc1
  A: -3%	B: 2%	C: -21%	D: 13%[59 µM]	E: -1%	F: -1%	G: 6%	H: ?	I: 25%
C=C1CCN(C(CC(C)C)C(=O)NCCCc2ccccc2)S(=O)(=O)c2ccccc21 (configuration not stated)
  A: -15%	B: 106%[activator]	C: ·	D: ·	E: -10%	F: ·	G: ·	H: -4%	I: -5%
COc1ccc(CCNC(=O)c2nn(C)c3c2CS(=O)(=O)c2ccccc2-3)c(OC)c1
  A: 9%	B: 8%	C: -15%	D: -1%	E: -2%	F: 14%	G: 50µM*	H: 10%	I: 1%
CN(NC(=O)COc1ccccc1)C1=NS(=O)(=O)c2ccccc21
  A: -5%	B: -15%	C: -1%	D: ·	E: -9%	F: 0%	G: -8%	H: -2%	I: -5%
COc1ccc(N2CCCC2)c(NC(=O)COc2ccccc2)c1
  A: -9%	B: -4%	C: -7%	D: 40µM*	E: -7%	F: 45%	G: ?	H: -17%	I: 48%[activator]
O=C(O)CN(Cc1ccccc1)S(=O)(=O)c1ccc2c(c1)OCCO2
  A: -19%	B: 0%	C: -2%	D: 3%	E: 4%	F: 1%	G: -17%	H: 5%	I: 17%

Marked active in BAZ2B inh, among the entries above:
Molecule,Pol kappa inh,Apoferritin bind,Pol eta inh,G9a block,BLM inh,BAZ2B inh,APE1 inh,POLI inh
COc1ccc(CCNC(=O)c2nn(C)c3c2CS(=O)(=O)c2ccccc2-3)c(OC)c1,9%,8%,-15%,-1%,-2%,50µM*,10%,1%

Not all compounds are listed; rates above refer to the full screens.
